# Screening results (PubChem BioAssay)
# Cdc42 wt – changes GTP binding to wildtype human Cdc42; GST-Cdc42 beads, Bodipy-GTP binding, flow cytometry; actives lie on both sides; percent activity (GTP binding), % at 10 µM; P60953; AID 761; actives 0.2% (n = 190,000);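 active = percent activity GTP binding at least 20 points away from the 100% baseline, either down as inhibitor or up as activator; inconclusive = compound flagged as likely green fluorescent from well-wide comparison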;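 note: median bead fluorescence of bound Bodipy-FL-GTP at 100 nM; 0% = excess unlabeled GTP control and 100% = no compound control; below 100% means less GTP binding so inhibitor and above means activator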
# Mcl1 Noxa PPI – disrupts binding of human Mcl-1 to Noxa peptide; TR-FRET Mcl-1/Noxa peptide binding, 2 h; actives 1.5% (n = 220,000); Q07820; inhibition, % at 21.7 µM;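 active = compounds that cut the protein-peptide binding signal by more than 50% relative to plate controls in a single-dose test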;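 note: His-tagged Mcl-1 with rhodamine Noxa BH3 peptide and terbium anti-His antibody; 0% = Mcl-1 plus Noxa peptide wells and 100% = peptide-only wells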
# Target sequence (Q07820 whole entry, looked up): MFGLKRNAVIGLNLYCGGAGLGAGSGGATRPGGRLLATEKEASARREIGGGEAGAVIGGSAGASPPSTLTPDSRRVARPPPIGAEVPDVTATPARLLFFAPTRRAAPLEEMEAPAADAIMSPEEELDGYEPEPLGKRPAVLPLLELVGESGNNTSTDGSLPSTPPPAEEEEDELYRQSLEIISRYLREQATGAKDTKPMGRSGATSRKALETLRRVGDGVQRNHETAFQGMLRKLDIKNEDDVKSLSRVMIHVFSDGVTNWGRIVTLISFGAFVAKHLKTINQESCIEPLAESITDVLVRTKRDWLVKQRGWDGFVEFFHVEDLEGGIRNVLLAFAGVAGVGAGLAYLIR
# HRas wt GTP bind – changes GTP binding to wildtype human HRas. GST-Ras wt beads, Bodipy-FL-GTP binding, flow cytometry; actives lie on both sides. P01112. GTP binding activity, % at 10 µM. actives 0.14% (n = 190,000);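 active = GTP binding activity at least 20% away from the 100% baseline, either lowered as inhibitor or raised as activator; inconclusive = flagged as likely green fluorescent, judged across all proteins in the well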;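 note: 0% = unlabeled GTP competition control and 100% = no-compound control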
# ABCG2 block – blocks JC-1 efflux by human ABCG2 transporter | IgMXP3 cells, flow cytometry | actives 0.1% (n = 190,000) | Q9UNQ0 | inhibition, % at 6.6 µM;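 active = inhibition above 80%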;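 note: 0% = DMSO and 100% = nicardipine control wells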
# Target sequence (Q9UNQ0 whole entry, looked up): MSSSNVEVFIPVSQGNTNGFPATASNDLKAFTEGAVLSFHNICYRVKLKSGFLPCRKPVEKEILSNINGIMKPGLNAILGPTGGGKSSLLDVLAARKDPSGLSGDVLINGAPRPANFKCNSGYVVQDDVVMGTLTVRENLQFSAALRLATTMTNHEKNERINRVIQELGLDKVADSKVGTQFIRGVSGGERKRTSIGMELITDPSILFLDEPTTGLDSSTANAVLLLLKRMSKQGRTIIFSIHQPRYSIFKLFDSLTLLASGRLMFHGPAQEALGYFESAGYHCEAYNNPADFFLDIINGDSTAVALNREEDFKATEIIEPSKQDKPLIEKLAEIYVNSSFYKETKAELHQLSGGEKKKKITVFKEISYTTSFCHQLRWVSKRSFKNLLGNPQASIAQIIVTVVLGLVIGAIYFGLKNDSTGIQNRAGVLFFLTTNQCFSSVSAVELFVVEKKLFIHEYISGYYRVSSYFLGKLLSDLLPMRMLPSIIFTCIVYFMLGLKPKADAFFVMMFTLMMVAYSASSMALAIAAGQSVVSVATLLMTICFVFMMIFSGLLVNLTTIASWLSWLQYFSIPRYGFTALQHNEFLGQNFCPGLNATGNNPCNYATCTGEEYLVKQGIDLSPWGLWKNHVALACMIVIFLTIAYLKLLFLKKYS
#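 Test system: ABCG2 IgMXP3 and barcoded ABCB1 CCRF-Adr cell mix; Schedule: cells with compound and JC-1, 10 min at 25 °C, rotating, no wash; Technique: flow cytometry of retained JC-1 fluorescence; Measure: % inhibition of efflux relative to nicardipine and DMSO; Controls: nicardipine high and DMSO low controls.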
# ABCB1 block – human ABCB1 inhibition, ABCG2 as counter-screen. actives 0.067% (n = 190,000). inhibition, % at 6.6 µM. CCRF-Adr cells, JC-1 efflux, flow cytometry; in the data active = inhibition above about 40%;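 note: 0% = vehicle and 100% = reference inhibitor; higher value means more JC-1 retained so stronger ABCB1 efflux block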
# Pf gametocyte – inhibitors of late stage P. falciparum gametocyte viability; P. falciparum stage V gametocytes, ATP luminescence, 24 h; inhibition, % at 10.9 µM; actives 0.065% (n = 150,000);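 active = inhibition above the mean plus 3 SD of compounds within the control limits, set per campaign, cut at about 38% in these data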;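 note: 0% = DMSO wells and 100% = medium only without gametocytes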
# Avidin fluor – avidin bead compound fluorescence profile | Avidin beads, compound fluorescence 488/530 nm, flow cytometry; stronger effect = higher value | fluorescence (KMESF) at 10 µM | actives 0.38% (n = 220,000); in the data active = fluorescence above about 47; note: inactives centre near 10
# Rab2 wt GTP – changes GTP binding to wildtype dog Rab2A, up or down | GST-Rab2 wt beads, Bodipy-GTP binding, flow cytometry | GTP binding activity, % at 10 µM | P61105 | actives 0.19% (n = 190,000);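 active = GTP binding activity at least 20 points away from 100%, either lowered or raised; inconclusive = signal likely due to the compound's own green fluorescence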;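 note: 0% = beads with excess unlabeled GTP and 100% = no-compound control corrected for plate trend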
# Rab7 wt modul – modulators of GTP binding to dog Rab7 wildtype GTPase; actives 0.055% (n = 190,000); GTP binding activity (percent of control), % at 10 µM; AID 758; GST-Rab7 beads, fluorescent GTP binding, flow cytometry; actives lie on both sides; untreated = 100%, excess cold GTP = 0%;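 active = fluorescent GTP binding to Rab7 beads changed by at least 20 points from the 100% baseline, either direction, mostly lower; inconclusive = compound itself probably fluorescent, or too few beads counted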;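 note: median green fluorescence of bound Bodipy-FL-GTP per Rab7 bead population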
# Rac1 wt GTP bind – human Rac1 wildtype GTP binding, inhibitors and activators; P63000; GST-Rac1 beads, fluorescent GTP binding, flow cytometry; actives lie on both sides; 0 = cold GTP competed, 100 = untreated; GTP binding activity (% of control), % at 10 µM; actives 0.27% (n = 190,000); AID 757;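 active = GTP binding activity at least 20 points away from the 100% control level, either lower or higher; inconclusive = compound flagged as likely green fluorescent, judged across all proteins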
# Rac1 mut GTP – modulators of GTP binding to human Rac1 activated mutant | percent activity (GTP binding), % at 10 µM | P63000 | actives 0.11% (n = 190,000) | GST-Rac1 activated beads, fluorescent GTP binding, flow cytometry; actives lie on both sides; 100% means binding = to untreated wells;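 active = GTP binding at least 20 percentage points away from the 100% baseline, in either direction, so actives lie on both sides; inconclusive = Compound likely fluorescent itself, or too few beads counted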
# * marks the source's active call; other numbers are inactive results; ? = inconclusive; nt = no result given.
# Sample of the layout (10 entries):
SMILES,Cdc42 wt,Mcl1 Noxa PPI,HRas wt GTP bind,ABCG2 block,ABCB1 block,Pf gametocyte,Avidin fluor,Rab2 wt GTP,Rab7 wt modul,Rac1 wt GTP bind,Rac1 mut GTP
CN1CCN(CC(=O)Nc2ccc(OCc3ccccc3)cc2)CC1,101,33,99,2,0.4,nt,15,99,94,96,97
O=C(Nc1ccc(Cl)cc1)OCc1cn(-c2ccccc2)nn1,99,-5,95,1,0.2,-11,19,95,96,96,95
Cc1nnc(SCCn2c(N3CCCC(C)C3)nc3c2c(=O)n(C)c(=O)n3C)s1 (centres undefined),102,13,101,1,-1.4,nt,4,102,105,104,101
O=C(COc1ncnc2scc(-c3ccc(F)cc3)c12)NCc1ccco1,101,-7,99,4,0.7,-13,8,99,98,102,96
COC(=O)/C(=C/Nc1ccc(O)cc1)[N+](=O)[O-],105,20,102,3,0.5,nt,8,101,98,106,101
CCN(CC)Cc1cc2ccccc2c2c1COC2,98,-23,98,1,0.3,-39,9,98,97,97,95
COc1cccc(NC(=O)N2CCCC(C(=O)NCc3ccc(F)cc3)C2)c1 (centres undefined),94,-3,94,4,0.4,3,6,96,91,95,93
COc1ccccc1OCCC(=O)OCC(=O)c1c(N)n(C)c(=O)n(C)c1=O,90,14,96,2,0.2,-3,8,94,104,101,96
O=C(NC1(C(F)(F)F)NC(=O)N(Cc2ccco2)C1=O)c1cccnc1 (centres undefined),?,-13,?,2,0.7,21,38,?,?,?,?
O=C(CN1CCCCC1)Nc1cccc([N+](=O)[O-])c1,?,9,?,3,0.6,10,7,?,?,?,?

# The whole of this part, from the start:
SMILES,Cdc42 wt,Mcl1 Noxa PPI,HRas wt GTP bind,ABCG2 block,ABCB1 block,Pf gametocyte,Avidin fluor,Rab2 wt GTP,Rab7 wt modul,Rac1 wt GTP bind,Rac1 mut GTP
CN1CCN(CC(=O)Nc2ccc(OCc3ccccc3)cc2)CC1,101,33,99,2,0.4,nt,15,99,94,96,97
O=C(Nc1ccc(Cl)cc1)OCc1cn(-c2ccccc2)nn1,99,-5,95,1,0.2,-11,19,95,96,96,95
Cc1nnc(SCCn2c(N3CCCC(C)C3)nc3c2c(=O)n(C)c(=O)n3C)s1 (centres undefined),102,13,101,1,-1.4,nt,4,102,105,104,101
O=C(COc1ncnc2scc(-c3ccc(F)cc3)c12)NCc1ccco1,101,-7,99,4,0.7,-13,8,99,98,102,96
COC(=O)/C(=C/Nc1ccc(O)cc1)[N+](=O)[O-],105,20,102,3,0.5,nt,8,101,98,106,101
CCN(CC)Cc1cc2ccccc2c2c1COC2,98,-23,98,1,0.3,-39,9,98,97,97,95
COc1cccc(NC(=O)N2CCCC(C(=O)NCc3ccc(F)cc3)C2)c1 (centres undefined),94,-3,94,4,0.4,3,6,96,91,95,93
COc1ccccc1OCCC(=O)OCC(=O)c1c(N)n(C)c(=O)n(C)c1=O,90,14,96,2,0.2,-3,8,94,104,101,96
O=C(NC1(C(F)(F)F)NC(=O)N(Cc2ccco2)C1=O)c1cccnc1 (centres undefined),?,-13,?,2,0.7,21,38,?,?,?,?
O=C(CN1CCCCC1)Nc1cccc([N+](=O)[O-])c1,?,9,?,3,0.6,10,7,?,?,?,?
CCN(CC(=O)Nc1ccc(N2CCOCC2)cc1)CC(=O)NC(C)(C)C,98,-4,98,1,0.5,-1,6,96,98,101,97
COc1ccc(/C=N/NC(=O)CCc2c(C)n[nH]c2C)cc1OC,98,-1,98,0,0.3,nt,35,95,103,99,97
CCOc1ccc(C(CCc2ccccc2)NC(=O)c2ccc(OC)c(OC)c2)cc1OCC (centres undefined),105,4,102,3,2.9,-24,29,101,101,106,99
C=CCOc1ccc(C2C(C(=O)c3ccco3)=C(O)C(=O)N2c2nnc(C)s2)cc1 (centres undefined),91,12,96,3,0.5,8,11,91,93,95,89
COc1ccc(C(=O)NC2CCN(C(=S)Nc3cc(C)cc(C)c3)CC2)cc1,105,19,107,7,0.5,11,12,104,109,109,102
Cc1ccc(S(=O)(=O)NC(CC(=O)NC2CCCC2)c2ccco2)cc1 (centres undefined),101,15,101,-3,-6.3,-3,12,100,98,100,99
COc1cccc(C(=O)Oc2cc(-c3ccccc3)no2)c1,100,5,101,2,0.3,19,13,101,103,103,99
Cc1[nH]c(=O)[nH]c(=O)c1S(=O)(=O)N1CCCC(C(=O)NCCc2ccc(Cl)cc2)C1 (centres undefined),99,15,99,3,0.7,nt,6,99,98,98,97
O=C(Nc1ccccc1)N1CCN(C(=O)Nc2ccccc2)CC1,93,-17,94,2,-0.1,nt,23,93,97,94,93
COc1ccc(C(=NNc2ccccc2C(=O)O)c2ccc(OC)cc2)cc1,93,18,93,8,0.1,53*,13,91,98,93,93
CCCc1cc2c(cc1NC(=O)c1ccc(C(C)(C)C)cc1)OCO2,99,-2,97,11,0.3,10,3,98,99,98,97
C=CCn1c(N)c(C(=O)NCC2CCCO2)sc1=S (centres undefined),106,11,106,3,1.1,nt,12,105,103,103,102
Cc1ccc(C)c(C(=O)Cn2ncc(Cl)c(Cl)c2=O)c1,103,7,100,1,0.1,nt,8,99,101,103,98
COc1ccccc1CCn1cnc2c3cc(C)ccc3n(C)c2c1=O,100,1,101,8,1.1,nt,10,98,98,101,96
CC(CCc1ccccc1)NC(=O)COc1cc(F)ccc1[N+](=O)[O-] (centres undefined),94,-3,96,12,1.2,6,6,96,103,97,92
CC(C)=C1C2CCC1C1C(=O)N(NC(=O)COc3ccc(Cl)c(C)c3)C(=O)C21 (centres undefined),95,-9,95,0,0.2,nt,9,92,96,91,93
c1ccc2oc(SCc3cn4ccsc4n3)nc2c1,101,27,99,8,1.2,nt,14,96,94,99,93
Cc1cccc(N(CC(=O)Nc2ccc(-c3nc4ccc(C)cc4s3)cc2)S(C)(=O)=O)c1,95,nt,94,1,0.0,nt,9,93,91,89,93
CC(CCC(=O)Nc1nncs1)C(=O)O (centres undefined),104,33,103,1,0.4,nt,7,101,103,102,98
CN(C)c1nc(-c2ccccc2)nnc1C(F)(F)F,101,13,98,10,0.5,17,12,97,103,103,98
Nc1ccc(C(=O)OCC(=O)N2CCN(C(=O)c3ccco3)CC2)cc1[N+](=O)[O-],100,4,99,8,0.5,-33,19,100,100,101,100
Oc1ccc(-c2nncn2-c2ccccc2)cc1,101,5,100,7,0.2,-4,16,96,99,103,97
S=C(NCc1ccc(Cl)cc1)NC1CCCCC1,97,12,99,5,0.1,-7,9,98,97,100,99
Cc1ccc(-c2nnn(CC(=O)Nc3cccc4c3CCCC4)n2)o1,100,27,100,21,0.9,nt,10,102,97,104,103
CCN(CC)S(=O)(=O)c1ccc(N2CCCCC2)c(NC(=O)c2ccncc2)c1,102,10,99,4,0.4,-13,9,100,98,103,96
CCCC(=O)NCCCc1nc2ccccc2n1CC,105,3,102,-2,-1.1,nt,8,101,102,102,97
Cc1nn(CC#N)c(=O)n1-c1ccc(C(C)C)cc1,99,0,99,4,0.2,-11,9,95,96,98,93
CCc1c(C)nc2ncnn2c1N1CCC(C(=O)Nc2cccc(C(C)=O)c2)CC1,95,-5,97,0,-0.2,-9,7,95,96,97,95
O=C(CCN1C(=O)C2C3CCC(C3)C2C1=O)Nc1ccc(Br)cc1 (centres undefined),104,-2,102,28,1.4,nt,8,102,97,107,102
CCOC(=O)c1c(NC(=O)c2nn(CC)cc2Br)sc2c1CCCCC2,98,16,99,6,0.9,nt,5,100,101,103,100
CC(=O)NS(=O)(=O)c1ccc(NC(=O)c2cc(-c3cccs3)nc3ccccc23)cc1,97,-2,95,-1,-0.3,nt,2,93,100,94,94
COc1ccc(/C(O)=C2/C(=O)C(=O)N(CCN(C)C)C2c2ccccn2)cc1OC (centres undefined),102,13,101,2,0.6,nt,6,101,102,104,100
Cc1cccc(NC(=O)Cn2c(=O)n(CCC(=O)NC3CCCC3)c(=O)c3ccccc32)c1,99,5,97,0,-0.1,18,33,97,95,100,96
COCCN(CC(=O)NCc1ccc(OC)cc1)C(=O)CCC(=O)Nc1nccs1,99,3,98,3,0.5,nt,11,100,95,99,100
COc1ccc(NC2c3ncccc3C(=O)N2Cc2cccs2)cc1 (centres undefined),93,31,96,2,0.4,-9,12,94,94,98,93
O=C(CCc1nc2ccccc2s1)OCc1ccccc1,96,1,96,11,1.2,3,15,95,93,99,97
COc1ccccc1N(CC(O)COc1ccccc1)S(=O)(=O)c1ccccc1 (centres undefined),100,2,98,3,1.1,2,4,98,99,106,99
CCOC(=O)C1(Cc2cccc(F)c2)CCN(Cc2cn(CC)nc2C)CC1,99,-1,100,1,1.0,nt,5,98,98,103,100
Cc1cccc(NC(=O)C23CCC(C)(C(=O)O2)C3(C)C)c1 (centres undefined),95,12,91,0,0.0,-10,15,95,91,92,92
CC(C)CSc1nc2c(c(=O)[nH]c(=O)n2C)n1CC(O)COc1cccc2ccccc12 (centres undefined),101,2,100,1,0.3,-18,2,100,96,102,100

# More records follow.
SMILES,Cdc42 wt,Mcl1 Noxa PPI,HRas wt GTP bind,ABCG2 block,ABCB1 block,Pf gametocyte,Avidin fluor,Rab2 wt GTP,Rab7 wt modul,Rac1 wt GTP bind,Rac1 mut GTP
CC(C)(C)c1ccccc1OCCN1CCCC1,106,25,104,2,0.2,nt,14,105,104,109,101
CC(=O)Nc1cccc(S(C)(=O)=O)c1,96,25,99,-1,-0.3,0,4,95,97,104,103
O=C(CSc1nc2ccc(S(=O)(=O)N3CCOCC3)cc2[nH]1)N1CCOCC1,94,-11,95,-4,-0.9,-19,6,94,96,94,94
COc1ccccc1N1CCN(c2cnccn2)CC1,98,9,99,10,0.4,0,10,99,102,100,95
CCOC(=O)C1CCN(c2c(NCc3ccc(C(=O)N(C)Cc4ccccc4)cc3)c(=O)c2=O)CC1,98,-7,101,2,0.6,-9,12,99,105,102,95
